Screening data (PubChem)
GPR151 activ – activators of human GPR151, primary screen, cell-based, PathHunter beta-arrestin, luminescence; G-protein coupled receptor 151 (Homo sapiens), Q8TDV0; PathHunter beta-arrestin GPR151 cells; activation, % at 11.2 µM; 650,000 compounds, 1% hits; AID 1508602, 2020; in the data active = activation above about 4.9%;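 also: 0% = median of compound wells and 100% = cells with positive control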
Target sequence (Q8TDV0 whole entry, looked up): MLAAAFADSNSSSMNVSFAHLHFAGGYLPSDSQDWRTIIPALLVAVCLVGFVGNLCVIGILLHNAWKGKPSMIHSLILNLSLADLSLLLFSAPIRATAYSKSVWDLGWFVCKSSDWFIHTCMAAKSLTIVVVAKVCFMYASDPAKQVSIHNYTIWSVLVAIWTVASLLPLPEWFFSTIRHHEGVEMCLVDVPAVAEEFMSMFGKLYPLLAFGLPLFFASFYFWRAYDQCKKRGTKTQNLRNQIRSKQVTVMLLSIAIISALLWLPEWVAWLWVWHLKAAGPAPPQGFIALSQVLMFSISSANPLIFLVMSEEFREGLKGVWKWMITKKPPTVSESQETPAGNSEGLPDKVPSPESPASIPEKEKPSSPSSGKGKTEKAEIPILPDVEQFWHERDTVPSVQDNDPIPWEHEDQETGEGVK
TEAD-YAP block – TEAD-YAP interaction inhibition, primary screen, TEAD-YAP interaction inhibitor project, luminescence, HEK-TIYL cells; TEAD-Gal4/YAP UAS-luciferase luminescence; inhibition, % at 9.12 µM; 640,000 compounds, 1.4% hits; in the data active = inhibition above about 32%;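 also: 0% = median of test compound wells and 100% = reference inhibitor wells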
FBW7 activator – FBW7 E3 ligase activators, primary screen, biochemical, AlphaScreen, human | F-box/WD repeat-containing protein 7 (Homo sapiens), Q969H0 | AlphaScreen FBW7–phospho-cyclin E peptide binding, activator screen | normalized activity (activation), % at 26.1 µM | 650,000 compounds, 0.13% hits | AID 1259310, 2017; in the data active = normalized activity above about 1.9%;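 also: purified mutant Fbw7 with reduced substrate affinity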
MITF inh – MITF inhibitors, primary screen, biochemical, AlphaScreen, human. 650,000 compounds, 0.91% hits. AID 1259374, 2018. AlphaScreen MITF homodimerization, bead proximity signal. Microphthalmia-associated transcription factor (Homo sapiens), O75030. inhibition, % at 2.6 µM; in the data active = inhibition above about 50%;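 also: 0% = vehicle wells with protein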
Target sequence (O75030 whole entry, looked up): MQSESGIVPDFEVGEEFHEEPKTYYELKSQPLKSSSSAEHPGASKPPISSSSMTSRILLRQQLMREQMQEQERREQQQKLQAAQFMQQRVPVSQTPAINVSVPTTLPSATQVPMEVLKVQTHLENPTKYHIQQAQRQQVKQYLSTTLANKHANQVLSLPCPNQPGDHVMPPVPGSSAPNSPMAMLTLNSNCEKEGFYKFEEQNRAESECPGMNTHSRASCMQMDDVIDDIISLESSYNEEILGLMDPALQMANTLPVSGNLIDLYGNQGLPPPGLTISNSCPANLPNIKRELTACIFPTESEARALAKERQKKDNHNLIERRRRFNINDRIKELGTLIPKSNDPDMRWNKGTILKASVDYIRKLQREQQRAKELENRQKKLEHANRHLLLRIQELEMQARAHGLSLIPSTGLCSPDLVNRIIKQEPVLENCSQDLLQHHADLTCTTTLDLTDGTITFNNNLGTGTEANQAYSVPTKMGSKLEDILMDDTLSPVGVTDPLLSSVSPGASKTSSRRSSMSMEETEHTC
Starred values were filed as active, the others as inactive; . = not tested or not shown; & = joins results of further samples.

Compound,GPR151 activ,TEAD-YAP block,FBW7 activator,MITF inh
O=C(C1CCCO1)N1CCC(n2nc(-c3ccccc3)oc2=O)CC1 (stereo not drawn),2.0,-10.6,-0.1,-0.5
O=C(C1CC(Cc2ccc(F)cc2)=NO1)N1CCc2sccc2C1 (stereo not drawn),-0.5,-27.7,0.1,20.7
CC1CCCN(CCCNC(=O)Cn2nc(Cc3ccncc3)c3ccccc3c2=O)C1 (stereo not drawn),-0.6,12.2,-0.2,15.2
COC(=O)C1=C(O)/C(=C/c2cc(C)n(-c3ccccc3Cl)c2C)N=C1C,-0.6,-6.0,0.2,22.0
CCOC(=O)C1CCN(C(=O)c2cccc(C(=O)N3CCC(C(=O)OCC)CC3)c2)CC1,0.3,2.1,0.0,-10.5
COc1ccccc1N1CCN(C2CCCN(C(=O)CCc3ccccc3)C2)CC1 (stereo not drawn),-0.9,7.9,-0.1,-2.4
COc1ccc(-n2c(=S)[nH]c3cc(C(=O)Nc4cc(OC)c(OC)c(OC)c4)ccc3c2=O)cc1OC,1.5,-3.0,-0.1,-4.8
CC1(C2CCN(Cc3cnc(-c4ccccc4)s3)CC2)NC(=O)NC1=O (stereo not drawn),1.3,6.1,-0.1,-10.7
CC1=C(C(=O)OC(C)C)C(c2ccc(C)o2)C(C(=O)OC(C)C)=C(C)N1,-0.2,9.0,0.0,-0.1
CCOc1ccc(CN2CCN(S(=O)(=O)c3ccc(Cl)cc3)CC2)cc1,0.2,0.4,-0.1,49.2
O=C(Nc1ccccc1C(=O)N1CCCCC1CCO)c1cccc([N+](=O)[O-])c1 (stereo not drawn),-3.2,7.3,0.1,-3.4
CC(C)CCN1C(=O)CCC1(C)C(=O)NC1CCCCCC1 (stereo not drawn),0.8,15.0,0.7,-3.7
Cc1ccc(CNC(=O)c2c(-c3ccccc3)noc2C)cc1,3.7,3.9,0.1,8.1
O=c1c2ccccc2nc(-c2ccccc2Cl)n1Cc1c(F)cccc1F,0.2,-5.3,0.0,-4.6
O=C(C1CC1)N1CCN(c2cccc(Cl)c2)CC1,-0.2,-0.9,0.2,22.4
COc1ccc(Cl)cc1NC(=O)CN(c1cc([N+](=O)[O-])ccc1C)S(C)(=O)=O,0.9,-9.8,0.0,-5.8
CC(=O)Nc1ccc(S(=O)(=O)N2CCN(C(=O)COc3ccc(Cl)cc3)CC2)cc1,-1.3,24.5,0.1,31.5
CCC(=O)NC(c1cccs1)c1ccc2cccnc2c1O (stereo not drawn),1.0,76.6*,-0.8,30.2
COCCNC(=O)c1cc(-c2ccccc2O)on1,0.5,-51.6,-0.1,-7.2
COc1ccc(OC)c(/C=N/NS(=O)(=O)c2ccc(Cl)cc2)c1,3.9,4.3,-0.1,6.3
COc1ccc(-c2csc(NC(=O)c3cc4ccccc4oc3=O)n2)c(OC)c1,1.1,-2.4,0.1,7.5
Cn1cc(Br)cc(Br)c1=O,2.8,5.6,0.2,3.1
CNc1nc(N2CCOCC2)nc(C)c1[N+](=O)[O-],1.4,-2.6,0.1,4.1
O=C1OC(NC(=O)c2ccccc2)C(Nc2cccc(C(=O)O)c2)=C1Cl (stereo not drawn),-0.2,-5.0,0.0,2.8
CCCC1CCC(c2ccc(C(=O)Nc3ccccc3I)cc2)CC1 (stereo not drawn),0.5,-5.6,0.0,-17.0
O=S(=O)(Nc1nccnc1-c1ccc(COc2ccccc2)cc1)C1CC1,-1.4,-4.3,-0.5,-6.2
CC(=O)c1ccc(NS(=O)(=O)c2ccc3c(c2)SC(C)CN3C(C)=O)cc1 (stereo not drawn),-0.4,-12.0,-0.1,3.6
O=C(Nc1ccc(OCc2ccccc2)cc1)c1ccccc1,-0.2,-22.4,-0.2,-2.3
C/C(=N/NC(=O)c1ccccc1N)c1ccc(Cl)cc1,-0.7,-19.1,-0.1,0.2
COc1ccc(-c2nc3nc(N)nn3cc2C)cc1F,2.6,3.5,0.7,-9.8
CN(C)c1cccc(Nc2nc(N)c3ncn(CCN4CCCC4=O)c3n2)c1,-1.0,-3.5,-0.2,0.1
CN1CCN(C(=O)c2ccc(-c3nc(NC4CCN(Cc5ccccc5)CC4)c4ncn(C5CCCCC5)c4n3)cc2)CC1,0.6,-10.9,0.0,-8.3
N/C(=N\OC(=O)c1ccc(Cl)c(Cl)c1)c1nonc1N,0.0,-5.6,0.0,-10.0
C=CCn1c2cc(C)oc2c2cnn(CC(=O)OC)c(=O)c21,-0.2,-15.7,-0.2,-4.9
CC(C)(C)C(=O)CSc1nc2ccsc2c(=O)n1Cc1ccccc1,-0.9,5.7,0.6,1.8
O=C(COC(=O)c1ccc2c(c1)C(=O)N(c1cccc([N+](=O)[O-])c1)C2=O)c1ccc(F)cc1,0.6,6.6,-0.2,1.0
CC(C)[C@H](CO)Nc1nc(Nc2ccc(C(=O)O)c(Cl)c2)c2ncn(C(C)C)c2n1,1.3,.,-0.1,2.6
CC(=O)Nc1ccc2c3c(cccc13)CC2,-0.5,-8.7,0.3,13.8
CCN(CC)CCNC(=O)c1cc2c(=O)[nH]c3ccccc3c2n1C,0.2,3.5,0.1,-3.3
COc1ccc(NC(=O)c2cc3cc(OC)ccc3oc2=Nc2ccc(C(=O)O)cc2)c(OC)c1,0.0,-8.6,-0.2,10.0
CCOC(=O)c1c(NC(=O)CSc2nnc(CNC(=O)c3cccc(F)c3)n2CCc2ccccc2)sc2c1CCCC2,0.4,5.2,-0.1,4.0
CCCCOc1ccc(C(=O)Nc2c3c(nn2-c2cccc(Cl)c2)CS(=O)C3)cc1 (stereo not drawn),0.0,3.0,0.0,2.2
O=C1NCC(Cn2c3ccccc3c3ccccc32)O1 (stereo not drawn),-1.6,2.5,0.7,20.7
COc1ccc(-c2cc(C(=O)Nc3sc(C)c(C)c3C#N)c3ccccc3n2)cc1OC,-0.1,-0.2,0.0,3.6
Cc1cc(Br)cc(C)c1OC(=O)Cn1c2ccccc2c(=O)c2ccccc21,0.4,9.9,0.1,6.3
CCCCOc1ccc(C2=N/C(=C\c3ccc(Br)cc3)C(=O)N2c2ccccc2)cc1,-0.5,-11.2,-0.1,-4.0
CCCc1cc(=O)oc2cc(C)cc(OCC(=O)C(C)(C)C)c12,-1.2,1.9,0.2,-2.4
Cc1[nH]c2ccccc2c1C(=O)C(C)Cl (stereo not drawn),0.4,5.6,-0.1,-1.5
COc1ccc(/C=C2\C=C(c3ccccc3)N(c3cccc(I)c3)C2=O)cc1Br,0.8,0.3,0.0,17.6
O=C(Cn1cc(C(=O)c2cccs2)c2ccccc21)NC1CC1,-1.2,4.1,0.5,5.2
C/C(=N\Nc1ccc([N+](=O)[O-])cc1[N+](=O)[O-])c1ccc(N)cc1,-0.2,7.2,-0.2,13.1
O=C1NC2(CCN(C(=O)C3CC(=O)N(c4ccccc4F)C3)CC2)Oc2ccccc21 (stereo not drawn),-0.7,-2.5,0.1,19.8
O=C(/C=C/c1ccc([N+](=O)[O-])cc1)NCCSCc1ccco1,-0.2,0.4,-0.1,-29.8
O=C(CSc1nnc2ccc(-c3ccco3)nn12)N1CCc2ccccc21,1.8,-3.7,0.3,11.2
COc1ccc(-c2c3c(nc4c(C#N)c(C)n(-c5ccccc5)c24)CCC3)cc1,1.7,0.2,-0.1,4.8
COc1cccc(CNCc2c(C(=O)O)n(C)c3cc(C)ccc23)c1,-1.2,10.3,0.1,10.8
CN(c1ccc(O)cc1)c1cc(Cl)c2nonc2c1[N+](=O)[O-],-1.4,-12.3,-0.1,17.2
O=C(Oc1ccccc1)c1ccccc1F,-2.7,-17.8,-0.1,-10.9
CC1=N/C(=C/c2ccccc2)C(=O)O1,-0.6,6.0,0.2,5.6
CCSc1nc2sccn2c(=O)c1C(=O)Nc1cccc(C(F)(F)F)c1,0.7,2.1,-0.5,-1.6

An excerpt of these results, with two lines to a compound:
Values in the order – GPR151 activ, TEAD-YAP block, FBW7 activator, MITF inh
Cc1[nH]c2ccccc2c1C(=O)C(C)Cl (stereo not drawn)
 : 0.4, 5.6, -0.1, -1.5
COc1ccc(/C=C2\C=C(c3ccccc3)N(c3cccc(I)c3)C2=O)cc1Br
 : 0.8, 0.3, 0.0, 17.6
O=C(Cn1cc(C(=O)c2cccs2)c2ccccc21)NC1CC1
 : -1.2, 4.1, 0.5, 5.2
C/C(=N\Nc1ccc([N+](=O)[O-])cc1[N+](=O)[O-])c1ccc(N)cc1
 : -0.2, 7.2, -0.2, 13.1
O=C1NC2(CCN(C(=O)C3CC(=O)N(c4ccccc4F)C3)CC2)Oc2ccccc21 (stereo not drawn)
 : -0.7, -2.5, 0.1, 19.8
O=C(/C=C/c1ccc([N+](=O)[O-])cc1)NCCSCc1ccco1
 : -0.2, 0.4, -0.1, -29.8
O=C(CSc1nnc2ccc(-c3ccco3)nn12)N1CCc2ccccc21
 : 1.8, -3.7, 0.3, 11.2
COc1ccc(-c2c3c(nc4c(C#N)c(C)n(-c5ccccc5)c24)CCC3)cc1
 : 1.7, 0.2, -0.1, 4.8
COc1cccc(CNCc2c(C(=O)O)n(C)c3cc(C)ccc23)c1
 : -1.2, 10.3, 0.1, 10.8
CN(c1ccc(O)cc1)c1cc(Cl)c2nonc2c1[N+](=O)[O-]
 : -1.4, -12.3, -0.1, 17.2
O=C(Oc1ccccc1)c1ccccc1F
 : -2.7, -17.8, -0.1, -10.9
CC1=N/C(=C/c2ccccc2)C(=O)O1
 : -0.6, 6.0, 0.2, 5.6
CCSc1nc2sccn2c(=O)c1C(=O)Nc1cccc(C(F)(F)F)c1
 : 0.7, 2.1, -0.5, -1.6

Further compounds follow.
Compound,GPR151 activ,TEAD-YAP block,FBW7 activator,MITF inh
CCCCC(=O)Nc1sc2c(c1C(N)=O)CCC2,-1.0,-20.4,-0.2,9.3
CC(C)c1ccc(NS(=O)(=O)c2ccc3c(c2)n(C)c(=O)c(=O)n3C)cc1,-0.6,11.0,-0.2,14.8
Nc1cc2c(cc1[N+](=O)[O-])OCCOCCOCCOCCO2,0.1,-6.7,-0.2,-6.3
CCCn1c(SCC(=O)Nc2cc(OC)cc(OC)c2)n[nH]c1=O,0.2,12.8,-0.1,-1.3
COc1ccc(OC(C)C(=O)NCc2ccccc2Cl)cc1 (stereo not drawn),1.1,2.8,-0.1,-6.8
CCOC(=O)N1CCN(C(=O)CCC(=O)c2ccc(OC)cc2)CC1,-0.6,1.1,0.7,7.9
O=C(O)Cn1[nH]c(=O)c2ccccc2c1=O,-2.0,-1.6,0.1,4.7
c1cncc(-c2nc(Oc3ccc(-n4ccnc4)cc3)c3ccccc3n2)c1,-0.3,4.5,-0.1,10.7
COc1cc(OC)cc(C(=O)O/N=C2/C(=O)N(C)c3ccccc32)c1,-1.4,3.4,0.1,18.8
O=C(c1cccc(F)c1)N1CCN(C(=O)c2cc(-c3ccc(F)cc3)no2)CC1,0.2,4.5,0.1,9.5
O=C1OC(c2ccc(-c3ccccc3)cc2)=N/C1=C\c1ccccc1,0.9,13.2,-0.1,5.6
Cc1ccc(S(=O)(=O)n2nc(C(=O)N3CCOCC3)nc2N)cc1,-0.6,-11.6,0.4,1.5
O=C(NCc1ccco1)c1cccc2ccccc12,-1.5,-8.8,-0.7,4.9
COc1ccc(CSc2ccc(C(=O)Nc3ccc(C)cc3C)cc2[N+](=O)[O-])cc1,4.0,-2.7,0.2,2.5
COc1ccccc1N1CCN(CCCCN2C(=O)c3ccccc3C2=O)CC1,0.6&4.4,-6.3,-0.1&0.1,-4.0&7.9
NC(C(=O)N1CCC(Nc2ccc3cnccc3c2)CC1)c1ccc(Br)cc1 (stereo not drawn),0.6,-9.2,-0.1,17.0
COc1cc(/C=C2\NC(=S)NC2=O)cc([N+](=O)[O-])c1O,0.0,9.2,0.0,2.9
CCOC(=O)C1=C(CC)OC(N)=C(C#N)C1c1ccc(Cl)c(Cl)c1 (stereo not drawn),-0.7,3.2,0.6,-11.6
